Assay outcomes as filed in PubChem BioAssay.
CF NFkB inh: cystic fibrosis NF-kB activation inhibition; 360,000 tested, 0.86% active; KKLEB NF-kB-GFP reporter, PAF-induced, GFP fluorescence overnight; AID 588850; inhibition, % at 5 µM;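 active = at least 50% inhibition at 5 µM, scaled per plate between neutral and stimulator controls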;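 also: PAF is a Pseudomonas aeruginosa culture filtrate used as stimulus; plate controls were PAF-stimulated DMSO wells for no effect and unstimulated DMSO wells for full effect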
Vif inh: inhibitors of HIV Vif. HEK293T cells, Vif self-association by quenched fluorescence, imaging, 24 h. inhibition, % at 7.49 µM. 340,000 tested, 0.35% active; in the data active = inhibition above about 50%, passing the limit was not always enough; also: some results filed as inactive read as strong as hits
TRPM1 prom inh: inhibitors of MITF-driven TRPM1 promoter in melanoma cells; SK-MEL-5 TRPM1 promoter luciferase, 24 h; inhibition, % at 12.5 µM; 330,000 tested, 0.83% active; AID 488899;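 active = mean inhibition across replicates of 60% or more, whatever share of single replicates reaches that level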; also: values of inactives mirror those of a sister screen read the other way
KKLEB tox: counter-screen for CF NF-kB inhibitors: cytotoxicity; KKLEB CF airway cells viability, ATPlite luminescence, overnight; stronger effect = lower value; cells stimulated with P. aeruginosa culture filtrate; activity change (cytotoxicity), % at 5 µM; 360,000 tested, 0.36% active; AID 602141;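 active = corrected activity change at or below -50% at 5 µM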
Peg3 prom inh: inhibitors of Peg3 promoter. inhibition, % at 20 µM. HeLa PEG-Prom luciferase reporter, luminescence, overnight. AID 588405. 360,000 tested, 1.7% active;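 active = inhibition of at least 50% at 20 µM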
HIF-2a inh: HIF-2a inhibition; inhibition, % at 18.8 µM; 360,000 tested, 0.72% active; 786-0 RCC cells HIF-2a reporter, luciferase luminescence, overnight;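 active = inhibition of the luminescence signal of 40% or more relative to plate controls, in a single-dose primary screen at 18.75 µM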
CaV13 ICDI inh: Disruptors of the CACNA1D IQ motif to Ca2+-dependent inactivation inhibitor domain association, primary screening, Förster resonance energy transfer in intact living …; inhibition, % at 12.3 µM; HEK cells, CFP/YFP FRET ICDI-IQ, plate reader, 10 min; percent FRET-ratio fall versus neutral wells; 340,000 tested, 0.098% active;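 active = mean replicate inhibition of at least 30% and at least 1% of replicates passing that level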;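 also: 0% = median of the neutral control wells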
NR2E3 ag-1: activates human photoreceptor nuclear receptor NR2E3. 320,000 tested, 0.12% active. inhibition of corepressor binding, % at 4.78 µM. AID 2300. GST-NR2E3/biotin-RetCOR TR-FRET, 1536-well;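 active = percent inhibition above the cutoff of mean plus 3 SD of all tested compounds, set per screening campaign, cut at about 20% in these data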;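 also: 0% = DMSO wells and 100% = biotin wells as full block of FRET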
Target sequence (Q9Y5X4 whole entry, looked up): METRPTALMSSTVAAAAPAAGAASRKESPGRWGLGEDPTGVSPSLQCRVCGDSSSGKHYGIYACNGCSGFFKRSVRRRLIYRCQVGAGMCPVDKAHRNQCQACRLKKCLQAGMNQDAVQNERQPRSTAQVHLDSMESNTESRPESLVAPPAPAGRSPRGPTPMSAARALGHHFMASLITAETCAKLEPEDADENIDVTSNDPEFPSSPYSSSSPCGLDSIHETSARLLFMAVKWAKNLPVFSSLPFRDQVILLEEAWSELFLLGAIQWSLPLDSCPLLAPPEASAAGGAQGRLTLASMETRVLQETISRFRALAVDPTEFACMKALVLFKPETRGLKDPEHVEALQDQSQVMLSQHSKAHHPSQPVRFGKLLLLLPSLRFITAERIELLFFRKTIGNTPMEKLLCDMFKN
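System: GST-tagged NR2E3 plus biotinylated RetCOR corepressor; Buffer or medium: pH 7.5 Tris-based buffer; Probe or stimulus: RetCOR corepressor, biotinylated, 7 nM; Doses: compound at 4.8 µM, single dose; Schedule: 5 h incubation at 4 °C; Technique: time-resolved FRET; Evaluation: percent inhibition of TR-FRET ratio; Replication: one well per compound, singlicate testing.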
NR2E3 ag-2: activates human NR2E3 receptor; Q9Y5X4; CHO-S Gal4-NCOR/VP16-NR2E3 two-hybrid, luciferase; inhibition of corepressor binding, % at 3.98 µM; 360,000 tested, 0.35% active; AID 602229;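 active = inhibition above the mean of all tested compounds plus 3 SD, cut at about 70% in these data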;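 also: 0% = DMSO with NR2E3 transfected cells and 100% = cells lacking NR2E3 construct; higher means lower luciferase signal from less NR2E3 corepressor binding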
PDI inh: PDI (human) enzyme inhibition; PDI insulin aggregation turbidity, A650, 90 min; inhibition, % at 10 µM; 350,000 tested, 0.052% active; AID 588391;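 active = mean inhibition across replicates of 30% or more, whatever share of single replicates reach that level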;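 also: absorbance from insulin aggregation driven by PDI reduction with DTT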
Target sequence (P07237 whole entry, looked up): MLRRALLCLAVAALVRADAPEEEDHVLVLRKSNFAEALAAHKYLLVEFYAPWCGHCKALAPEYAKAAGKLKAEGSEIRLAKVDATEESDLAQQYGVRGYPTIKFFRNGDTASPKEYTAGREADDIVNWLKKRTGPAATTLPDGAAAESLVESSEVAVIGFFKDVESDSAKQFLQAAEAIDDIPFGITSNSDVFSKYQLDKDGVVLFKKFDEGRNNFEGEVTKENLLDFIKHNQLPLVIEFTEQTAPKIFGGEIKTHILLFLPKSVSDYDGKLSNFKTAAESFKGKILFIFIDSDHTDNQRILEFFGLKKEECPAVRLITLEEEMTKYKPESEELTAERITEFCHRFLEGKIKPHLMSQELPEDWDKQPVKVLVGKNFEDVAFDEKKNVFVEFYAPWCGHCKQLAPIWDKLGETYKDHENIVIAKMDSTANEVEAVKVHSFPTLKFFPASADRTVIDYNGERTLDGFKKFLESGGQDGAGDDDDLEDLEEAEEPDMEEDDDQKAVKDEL
Shn3 3UTR inh: inhibitors of Schnurri-3 3'UTR reporter in osteoblasts | Clone20 osteoblast Shn3 3'UTR firefly luciferase, 24 h | inhibition, % at 12.5 µM | 360,000 tested, 0.52% active | AID 588674;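 active = mean inhibition of at least 75% with every replicate also reaching 75%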;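 also: 0% = median of neutral control wells and 100% = pilot-screen positive control compound; some compounds past the cut are filed as inactive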
Active calls of the source: *; . = not tested or not shown.

SMILES	CF NFkB inh	Vif inh	TRPM1 prom inh	KKLEB tox	Peg3 prom inh	HIF-2a inh	CaV13 ICDI inh	NR2E3 ag-1	NR2E3 ag-2	PDI inh	Shn3 3UTR inh
CC(=O)NC(Cc1ccc(C)cc1)C(=O)NC1CCN(C(=O)c2ccc([N+](=O)[O-])cc2)CC1 (stereo not drawn)	-6	-41	0	10	19	12	-5	0	10	-4	-3
COCCCn1c(=S)[nH]c2ccc(N3CCOCC3)cc2c1=O	-8	-2	1	-2	-2	1	-5	4	-19	1	-8
CCN(CC)CCn1c(NCc2ccc(C)o2)nc2ccccc21	-4	9	-4	0	29	10	-4	3	12	-10	31
Cc1cc(-c2ccc(Cl)cc2Cl)c(C#N)c(=O)[nH]1	14	.	7	-5	-64	-145	-6	2	-42	6	-12
N#CC(C(=O)NC1CC1)c1nc2ccccc2nc1N1CCN(C/C=C/c2ccccc2)CC1 (stereo not drawn)	-2	-2	3	6	15	32	.	-1	-2	15	10
COc1ccc(Cc2nc3ccc(C(=O)NCCSC)cc3o2)cc1	5	5	-38	0	-149	-164	-2	-1	-53	-5	-61
CCc1ccc2[nH]c(=O)c(C(c3nnnn3Cc3ccc(OC)cc3)N3CCOCC3)cc2c1 (stereo not drawn)	-15	2	-6	1	7	11	-3	2	9	-11	-13
FC(F)(F)c1cc(NC2CCCCC2)ccn1	8	1	-61	2	-9	-3	-6	2	1	3	12
CC(=O)Nc1ccc(S(=O)(=O)Oc2ccc(C=O)cc2)cc1	3	0	2	-4	9	1	-13	0	0	7	0
CN(C)c1cc[n+](/C(C(=S)Nc2ccc(SC(F)F)cc2)=C(/[O-])c2ccccc2)cc1	6	1	15	9	-6	-7	-4	3	-12	0	.
CC(C)c1ccc(C2(C)NC(=O)N(CC(=O)NCC3COc4ccccc4O3)C2=O)cc1 (stereo not drawn)	10	-5	25	3	15	21	-2	-4	24	-2	8
C[C@H](CO)N1C[C@H](C)[C@@H](CN(C)C(=O)Nc2ccc(C(F)(F)F)cc2)Oc2ccc(NS(=O)(=O)c3cn(C)cn3)cc2C1=O	-8	-2	0	-9	-14	15	-5	.	-1	-5	-9
COc1cccc(CN2CCNC(=O)C2CC(=O)NC2Cc3ccccc3C2)c1 (stereo not drawn)	-4	3	-1	6	16	7	-12	4	-15	5	13
COC(=O)c1cccc(NC(=O)CSc2nnc(-c3ccco3)o2)c1	-6	58*	-14	14	-14	-10	-8	3	-12	-7	-18
Cc1cccc(C(=O)OCC(=O)NC(=O)NC2CCCCC2)c1	-6	6	.	-5	1	-6	-4	.	-6	-3	-4
CCC(C)NC(=O)C1CCN(S(=O)(=O)N2CCC3(CC2)OCCO3)CC1 (stereo not drawn)	2	-2	-9	3	7	18	-5	-2	-30	2	-3
COc1cc(C(=O)NCc2cn3ccsc3n2)cc(OC)c1OC	-23	-1	3	0	-22	3	-5	0	-19	-4	7
CCCc1ccc2oc(C(=O)N3CCC(N4CCCC(O)C4)CC3)c(C)c2c1 (stereo not drawn)	-17	17	-6	10	-46	-45	-6	-1	-37	-4	-10
COC(=O)CSc1nnc2n1C(C)(C)Cc1ccccc1-2	5	27	-15	7	1	16	-5	0	-1	-4	-2
CCNC(=O)C1(C)CCN(C(=O)c2c(F)cccc2F)C1 (stereo not drawn)	-15	-2	.	-2	5	4	-10	.	-16	-4	-10
Nn1c(SCc2ccccc2)nc2c(cnn2-c2ccccc2)c1=O	3	-1	-50	-10	-257	-269	-16	5	-167	2	-58
COc1cccc(C(=O)NC(=S)Nc2ccc(Cl)cc2C(=O)O)c1	-1	1	12	-10	-1	25	-3	0	11	-5	-15
CCCCN(C)C(=O)C(Cc1ccccc1)NS(=O)(=O)c1ccc2c(c1)CCC(=O)N2 (stereo not drawn)	1	1	10	-7	0	0	3	1	15	-5	1
CC(C)C[C@H](NC(=O)C1CC(=O)N(c2ccc3c(c2)OCCO3)C1)C(=O)N1CCCCC1 (stereo partly drawn)	-7	-5	6	10	-7	0	-5	5	-3	-1	10
CCc1c(O)nc(SCC(=O)Nc2ccccc2OC)n(-c2ccccc2C)c1=O	6	7	-4	-7	0	-10	-3	1	-64	5	-20
O=C(NC1CCCN(C2Cc3ccccc3C2)C1)c1ccc(F)cc1Cl (stereo not drawn)	1	4	-1	2	7	18	-7	-2	22	-4	9
Cc1ccc(CN2CC(N3CCN(Cc4cccc(C)c4)CC3)CS2(=O)=O)cc1 (stereo not drawn)	9	.	.	-3	20	3	-9	.	18	.	18
CCOC(=O)CSc1nnc([C@H](CC(C)C)NC(=O)OC(C)(C)C)o1	-8	.	6	4	-2	9	-3	.	-14	-2	-7
CSCCC(C(=O)N1C[C@]2(C)C[C@H]1CC(C)(C)C2)N1C(=O)c2ccccc2C1=O (stereo partly drawn)	-9	.	10	2	1	9	-5	1	2	-2	21
COC(=O)c1cccc(NC(=O)/C(=C\c2ccccc2)NC(=O)c2ccccc2Cl)c1	-3	-10	-11	-11	16	-2	-7	-3	-4	2	2
COc1ccc(NC(=O)c2ccc(-c3ccc(C)c4ccccc34)o2)cc1	-10	-2	-7	-16	-63	-72	-11	0	-24	-1	-8
CC1(C)Oc2ccc(C(=O)NN)cc2NC1=O	9	0	-5	-1	-10	16	2	5	-8	-4	6
CC1CCN(C(=O)CSc2ccc(-c3ccccc3)nn2)CC1	-5	-6	6	-6	2	-11	5	3	-25	-2	-24
N#CCC(=O)Nc1ccc(C(=O)OCC(=O)C23CC4CC(CC(C4)C2)C3)cc1	18	.	-1	-5	-48	-3	-5	-1	-10	10	-3
O=C(/C=C/c1ccc(F)cc1)NNC(=O)CCN1CCN(Cc2ccccc2)CC1	-19	-2	-3	-27	-35	0	0	5	16	2	2
COc1ccc([N+](=O)[O-])cc1C(=O)Nc1ccc(Cc2ccncc2)cc1	-16	3	-5	9	-10	-73	-5	4	-98	-6	39
COc1cc(CNc2ncnc3c2ncn3[C@H]2CN(Cc3ccc(Cl)cc3)C[C@@H](CO)O2)cc(OC)c1OC	-17	-5	.	9	2	4	-11	.	-24	20	-11
Oc1ccc(C[C@@H]2CNCCN2CCc2cccc3ccccc23)cc1	-1	.	-14	-9	33	7	-9	-3	-2	4	79
CC[C@]12c3[nH]c4ccccc4c3CCN1C(=O)C(CC(=O)NCCCN(C)C)C[C@@H]2C(=O)N1CCN(C(=O)C2CC2)CC1 (stereo partly drawn)	-4	-4	-3	8	-15	-1	-3	.	-3	-3	-1
CCOC(=O)CCn1nnc(N)n1	0	12	10	7	5	5	-10	1	-2	-1	-84
O=C(Nc1ccc(-n2cnnn2)cc1)c1cn2ccccc2n1	-12	1	-65	3	-152	-208	-9	11	-7	-7	-74
CCCCCC(O)(c1ccc(OC)cc1)C(CN1CCOCC1)c1ccccc1 (stereo not drawn)	5	.	-1	4	33	17	-14	0	-30	2	3
O=c1c(Cl)c(N2CCC3(CC2)OCCO3)cnn1C12CC3CC(CC(C3)C1)C2	-8	1	.	4	3	18	-6	0	37	-2	.
O=C(NNC(=O)c1ccccc1O)c1ccc(NS(=O)(=O)c2ccc(F)cc2)cc1	-9	9	9	7	23	0	-5	2	-29	-2	-22
COc1ccccc1N1CCN(C(=O)C(C)CS(=O)(=O)c2ccc3c(c2)NC(=O)CS3)CC1 (stereo not drawn)	-14	4	5	-7	15	15	-2	-3	-44	-1	5
CC(C)N(CCNCC(O)COc1ccc(C(C)(C)c2ccccc2)cc1)C(C)C (stereo not drawn)	-2	10	12	-10	20	14	3	3	15	6	-5
O=C1CC2C(CCC23OCCO3)c2ccc3ccccc3c21 (stereo not drawn)	-14	4	-37	10	-247	-214	-7	.	-36	-5	-2
COc1ccc(NC(=O)CSc2nc(SC)ns2)c(OC)c1	-7	2	-49	0	-394	-221	-4	3	-48	-7	-124
CCCc1cc(=O)[nH]c(SCc2csc(-c3ccccc3)n2)n1	-11	13	-6	9	-9	23	-4	0	-18	0	-31
Cc1ccc(Cn2ncc(C)c2N)o1	11	3	-17	-1	-12	13	4	-1	-34	17	-16
Carrying on.
SMILES	CF NFkB inh	Vif inh	TRPM1 prom inh	KKLEB tox	Peg3 prom inh	HIF-2a inh	CaV13 ICDI inh	NR2E3 ag-1	NR2E3 ag-2	PDI inh	Shn3 3UTR inh
COc1cc(C(=O)COC(=O)CNC(=O)C2CCCCC2)cc(OC)c1OC	4	15	2	-26	-20	-19	-4	0	-3	-5	0
COc1ccc(OC)c(C2C(C(=O)c3cc4ccccc4o3)=C(O)C(=O)N2c2cc(C)on2)c1 (stereo not drawn)	-12	7	4	5	0	15	-6	24*	-28	-10	2
CCNC(=O)C1(C)CCN(C(=O)c2ccc(OC(F)F)cc2)C1 (stereo not drawn)	2	12	.	-8	9	8	-17	.	-2	-5	-17
Cc1nc(C(=O)N2CCCC(Nc3ccc(C)c(C)c3)C2)cs1 (stereo not drawn)	13	4	9	-11	11	9	-2	.	-6	-8	13
COc1ccc(N(Cc2cc3cc(OC)ccc3[nH]c2=O)S(C)(=O)=O)cc1	2	2	2	-1	20	17	-5	-1	-6	8	-11
O=C(NC12CC3CC(CC(C3)C1)C2)N1CCC(O)CC1	12	7	1	-18	0	17	-2	-2	-7	-5	-5
C/C=C/c1ccc(OCC(=O)OCC(=O)Nc2c(C)nn(-c3ccccc3)c2C)c(OC)c1	-10	-4	0	3	9	7	-6	3	-18	5	-9
O=C(NC(=S)NNC(=O)c1cc2ccccc2cc1O)c1ccco1	11	0	-25	-14	-68	-158	0	2	-17	-2	10
COc1ccccc1NC(=O)NNC(=O)CCN1CCOCC1	3	-3	-5	10	19	7	-5	-2	-10	3	0
O=C(CCC(=O)NNC(=O)Nc1ccc(Cl)cc1)NCc1ccccc1	11	158	-1	12	-2	12	-6	5	-3	-2	-8
Cc1cc(C(=O)NCCCc2ccccc2)no1	7	-15	0	-2	-41	-42	-7	0	-20	-1	-16
COC(=O)c1ccc(CSc2nnc(NC(=O)c3cc4c(s3)CCCC4)s2)cc1	-9	-3	-13	-9	-64	-84	-7	4	-46	-23	-4
CC(C)(C)c1ccc(C(=O)Nc2ccc(Cl)cc2)cc1	-24	2	-107	-1	-183	-175	-5	4	-82	-3	-130

Grouped by structure, the entries above containing a tert-butyl group
SMILES	CF NFkB inh	Vif inh	TRPM1 prom inh	KKLEB tox	Peg3 prom inh	HIF-2a inh	CaV13 ICDI inh	NR2E3 ag-1	NR2E3 ag-2	PDI inh	Shn3 3UTR inh
CCOC(=O)CSc1nnc([C@H](CC(C)C)NC(=O)OC(C)(C)C)o1	-8	.	6	4	-2	9	-3	.	-14	-2	-7
CC(C)(C)c1ccc(C(=O)Nc2ccc(Cl)cc2)cc1	-24	2	-107	-1	-183	-175	-5	4	-82	-3	-130

Hits appear at their usual frequency, and some 3.3% of all compounds hit somewhere here.
